# High-throughput results as filed in PubChem BioAssay.
# Nrf2 ARE act: activates Nrf2 signaling. AREc32 ARE-luciferase reporter (MCF7-derived line), luminescence, 24 h. Potency, µM (titrated, usually from 46.1 µM), for inactives: at the highest dose activation, usual class: activators. actives 0.31% (n = 410,000). AID 624171; also: % of control where 0% means no effect; nearly all actives have a fitted effect of over 65% in size
#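 Nrf2 activation is followed as ARE-luciferase induction in the AREc32 line after one day of compound treatment; luminescence is read with Steady-Glo.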
# A549 viability: A549 cytotoxicity, counter-screen for Nrf2 inhibitors; actives 0.16% (n = 390,000); Potency, µM (series often up to 46 µM), for the others: at the top dose activity change, negative = cytotoxicity, hits mostly inhibitors; A549 ARE-Fluc cells, CellTiter-Fluor viability, 18-24 h; also: % is scaled to controls: 0 for no effect and ±100 for the full control effect
#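 A549 ARE_Fluc cells in 5% FBS OPTI-MEM were exposed to compounds in concentration-response for 18-24 h at 37 deg C. Viability was read by CellTiter-Fluor fluorescence (Ex 405/Em 525) after 30 min, before the luciferase read.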
# HepG2 tox: kills HepG2 cells in TGF-b inhibitor counter-screen; HepG2 CAGA-GFP viability, ATP luminescence, 18 h; Potency, µM (titrated, usually from 46.1 µM), for inactives: top-dose activity change, negative = cytotoxicity, actives largely listed as cytotoxic; actives 0.76% (n = 410,000); also: some results filed as inactive show a strong effect at the top dose
#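 CellTiter-Glo luminescence gave cytotoxicity after 18 hours at 37 degrees C. The cells were HepG2 CAGA-GFP in 1% FBS DMEM, stimulated with 500 pg/mL TGF-beta after compound addition. %Activity was normalised to no-cell wells (complete cell-killing) and DMSO (no toxicity), and curves were fitted and classified.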
# TGFb SMAD3 inh: TGF-b pathway inhibition | Potency, µM (titrated, usually from 46.1 µM), for inactives: at the highest dose activity, negative = inhibition, hits mostly inhibitors | actives 1.2% (n = 410,000) | HepG2 CAGA-GFP TGF-b/SMAD3 reporter, GFP fluorescence, 18 h; TGF-beta stimulated, 500 pg/mL final | AID 588855; also: % is scaled to controls: 0 for no effect and ±100 for the full control effect; nearly all actives have a fitted effect of over 65% in size
#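 Inhibition was scored as loss of TGF-beta-induced (500 pg/mL final, 18 hours, 37 degrees C) GFP in HEPG2 cells carrying a CAGA-GFP reporter, in DMEM with 1% FBS. Well GFP was summed per cell; Activity was normalised to unstimulated and stimulated DMSO wells, then concentration-response fitting.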
# EPAC2 antagonist: EPAC2 (human) antagonism; Q8WZA2; EPAC2 GEF exchange of Rap1B-BODIPY-GDP, fluorescence; Potency, µM (series often up to 114 µM), for inactives: top-dose activity, negative = inhibition, most hits filed as inhibitors; actives 0.18% (n = 360,000); AID 720708; also: % is scaled to controls: 0 for no effect and ±100 for the full control effect; nearly all actives have a fitted effect of over 45% in size; many of its hits are not listed in these tables
# Target sequence (Q8WZA2 whole entry, looked up): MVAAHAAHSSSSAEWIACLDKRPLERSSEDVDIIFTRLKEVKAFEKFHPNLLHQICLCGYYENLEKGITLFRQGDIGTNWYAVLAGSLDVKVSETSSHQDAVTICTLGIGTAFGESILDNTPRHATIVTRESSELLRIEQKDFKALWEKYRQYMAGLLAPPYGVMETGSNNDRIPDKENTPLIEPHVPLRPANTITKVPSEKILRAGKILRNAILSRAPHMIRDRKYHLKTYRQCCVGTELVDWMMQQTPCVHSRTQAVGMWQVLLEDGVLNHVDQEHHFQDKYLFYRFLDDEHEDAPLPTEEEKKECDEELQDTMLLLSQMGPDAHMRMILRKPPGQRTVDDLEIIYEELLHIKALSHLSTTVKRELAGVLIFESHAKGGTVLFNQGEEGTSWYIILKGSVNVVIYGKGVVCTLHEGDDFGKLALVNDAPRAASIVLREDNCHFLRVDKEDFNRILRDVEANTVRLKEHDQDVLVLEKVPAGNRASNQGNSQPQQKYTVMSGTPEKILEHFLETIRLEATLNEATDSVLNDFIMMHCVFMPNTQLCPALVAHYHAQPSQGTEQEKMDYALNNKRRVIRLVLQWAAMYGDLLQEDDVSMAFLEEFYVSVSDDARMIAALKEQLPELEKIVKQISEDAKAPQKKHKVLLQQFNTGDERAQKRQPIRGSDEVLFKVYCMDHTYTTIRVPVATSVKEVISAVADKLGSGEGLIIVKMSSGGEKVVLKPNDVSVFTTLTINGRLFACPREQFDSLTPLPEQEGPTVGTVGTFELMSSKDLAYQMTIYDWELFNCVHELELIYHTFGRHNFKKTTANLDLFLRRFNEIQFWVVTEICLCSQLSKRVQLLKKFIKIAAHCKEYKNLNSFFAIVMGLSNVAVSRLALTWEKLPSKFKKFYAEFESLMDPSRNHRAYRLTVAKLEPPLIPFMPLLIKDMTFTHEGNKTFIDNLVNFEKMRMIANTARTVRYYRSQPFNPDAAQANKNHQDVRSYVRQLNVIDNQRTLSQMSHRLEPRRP
# Nrf2 inh: blocks Nrf2 signaling. A549 ARE-Fluc reporter, luciferase luminescence, 18-24 h. Potency, µM (top dose mostly 46 µM), without a hit: at the highest dose activity change, negative = inhibition, actives largely listed as inhibitors. actives 2.1% (n = 360,000). AID 504444; also: % is scaled to controls: 0 for no effect and ±100 for the full control effect; nearly all actives have a fitted effect of over 60% in size
#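 Two sequential reads on A549 ARE_Fluc cells exposed to compound for 18-24 h: a CellTiter-Fluor fluorescence read for viability, then a luciferase luminescence read for Nrf2/ARE activity.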
# S2 tox: viability counter-screen for ATXN expression inhibitors; S2 cells (HEK-293 line with an ATXN2-luciferase reporter) viability, CellTiter-Fluor protease fluorescence, 24 h; Potency, µM (series often up to 56.7 µM), actives largely listed as cytotoxic; actives 0.49% (n = 400,000); AID 651635; also: nearly all actives have a fitted effect of over 40% in size
# ATXN2 expr inh: inhibitors of ATXN2 expression. Potency, µM (top dose mostly 57 µM), for inactives: at the highest dose activity change, negative = inhibition, usual class: inhibitors. actives 0.72% (n = 360,000). HEK-293 ATXN2-luciferase reporter, luminescence, 24 h; also: % is scaled to controls: 0 for no effect and ±100 for the full control effect; nearly all actives have a fitted effect of over 55% in size
#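 ATXN2-luciferase reporter cells (luciferase flanked by upstream and downstream ATXN2 gene portions) were treated 24 h at 37 °C with compounds at up to 57 uM. SteadyGlo luminescence gave expression; GF-AFC fluorescence gave viability.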
# MCF10A rerep: induces DNA re-replication in MCF 10a normal breast cells. MCF 10A DNA re-replication, Hoechst nuclear intensity, 48 h. Potency, µM (highest dose often 46.1 µM), without a hit: at the top dose activity, positive = re-replication, actives largely listed as activators. actives 2.9% (n = 350,000); also: % of control where 0% means no effect; nearly all actives have a fitted effect of over 50% in size
# Starred values were filed as active, the others as inactive; i = inactive; u = inconclusive; x = not tested or not shown; [ ] = another dose, or the depositor's remark. Calls follow the shape of the dose curve; as a rule, active = well fitted curve in the direction sought with a large enough effect; inconclusive = small, poorly fitted or top-dose-only effect, or another doubt; inactive = no such curve, though single readings can be large; an effect the other way counts as inactive or inconclusive. Potency is read from the fitted curve at half-maximal effect. Not all compounds are listed; count on the stated rates, not on these rows.
canonical_smiles,Nrf2 ARE act,A549 viability,HepG2 tox,TGFb SMAD3 inh,EPAC2 antagonist,Nrf2 inh,S2 tox,ATXN2 expr inh,MCF10A rerep
CCOc1ccc(C(=O)Nc2ccc3oc(-c4cccnc4)nc3c2)cc1,-0.1%,-3%,14%,-29%,x,u,i,-2%,x
CCOc1ccc(NS(=O)(=O)c2cc(NC(=O)c3ccc(C)cc3)ccc2Cl)cc1,0.2%,u,-7%,u,-11%,u,u,-24%,2.1µM*
COc1ccc(NC(=O)Cn2cnc3sc(C)c(S(=O)(=O)N4CCOCC4)c3c2=O)cc1Cl,3.2%,-11%,11%,3%,2%,2%,i,-11%,2%
O=C(C1CC(c2cccc(Br)c2)=NO1)N1CCc2ccccc2C1 (configuration not stated),-0.1%,-1%,-20%,4%,-7%,u,i,-4%,16%
C=CCOc1ccccc1CNCCc1ccc(S(N)(=O)=O)cc1,0.2%[9.22 µM],-2%,-7%,18%,6%,-5%,i,-9%,-14%
Cn1cc(CNC(=O)C2CCC(=O)N(Cc3ccc(Cl)cc3)C2)cn1 (configuration not stated),4.5%,2%,12%,8%,2%,4%,i,-2%,3%
O=C(CN1C(=O)/C(=C2\SC(=S)N(CCS(=O)(=O)O)C2=O)c2ccccc21)Nc1cccc(Br)c1,0.1%,-12%,28%,-21%,u,-3%,i,6%,17%
CC(C)(C)OC(=O)C[C@H]1C/C=C\C[C@@H](CC(=O)NCCO)C(=O)NC[C@H](c2ccccc2)OC1=O,0.0%,8%,8%,30%,15%,18%,i,5%,5%
CC1=CC2=NC(=O)CC(C)(C(=O)N(CC(=O)NC3CCCC3)c3ccccc3F)N2C=C1 (configuration not stated),-0.1%,0%,-2%,-1%,0%,-9%,i,37%,-1%
O=C(NCc1ccco1)C(c1ccccc1F)N(CC1CCCO1)C(=O)Cn1nnc2ccccc21 (configuration not stated),0.0%,-4%,6%,2%,10%,-12%,u,0%,0%
CC(=O)N1CCCc2cc(S(=O)(=O)N3CCC(C(=O)NCc4ccccc4)CC3)ccc21,5.5%,5%,-13%,3%,x,x,i,12%,x
COC1CCN(C(=O)C2CCC(=O)N(CCc3cccc(F)c3)C2)CC1 (configuration not stated),-0.4%,-2%,-3%,-2%,-1%,17%,i,19%,11%
Cc1ccccc1N(CC(=O)NC1CCCCC1)C(=O)CCC(=O)Nc1nccs1,-0.4%,-4%,-1%,-11%,-8%,-6%,i,0%,-8%
CC(=O)c1ccc(N(C(=O)Cc2c[nH]c3ccccc23)C(C(=O)NC2CCCCC2)c2cccs2)cc1 (configuration not stated),9.7%,x,-25%,-25%,-1%,-3%,u,0%,3%
Cc1ccc(NC(=O)Cn2nnc(C(=O)Nc3ccc(C)c(C)c3)c2N)cc1,-0.6%,x,6%,-20%,-3%,u,i,0%,4%
CC12CCC(=O)N1C(C(=O)OCC(=O)Nc1cc(S(=O)(=O)N3CCCCC3)ccc1Cl)CS2 (configuration not stated),-0.2%,-1%,6%,-3%,3%,4%,i,-23%,-1%
CCOC(=O)CSc1nnc(CNc2cccc(Cl)c2)n1-c1ccccc1,1.5%,-4%,-32%,-9%,-7%,1%,i,-5%,11%
Cc1ccc2oc(=O)c3cnn(CC(=O)Nc4cccc(C(F)(F)F)c4)c3c2c1,-0.8%,10%,3%,3%,x,-13%,x,x,x
CCOC(=O)C(C)Sc1nc2c(c(=O)[nH]c(=O)n2C)n1CCc1ccccc1 (configuration not stated),-0.8%,16%,-27%,23%,0%,u,i,-5%,-1%
COc1ccc(N2CCN(CCCNC(=O)c3cc(Nc4ccccc4OC)nc4ccccc34)CC2)cc1,10%,-17%,-71%,u,x,x,u,u,x
CCCCN(C(=O)CC1CCCCC1)c1c(N)n(CC(C)C)c(=O)[nH]c1=O,-0.9%,1%,-2%,10%,17%,14%,i,9%,-4%
Cc1ccc(S(=O)(=O)NC(C)C(=O)Nc2ccc(C(N)=O)cc2)cc1 (configuration not stated),0.1%,-5%,0%,7%,13%,-13%,i,0%,-2%
O=c1oc2ccccc2c2c1ncn2-c1ccccc1,1.0%,-9%,0%,3%,4%,-11%,i,5%,18%
CCOC(=O)Cc1cc(=O)n2[nH]c(C)c(-c3ccc(OC)cc3)c2n1,0.1%,-1%,-9%,32%[activator],-4%,x,i,-5%,-10%
CC(=O)/C=C\c1ccc(OC(=O)c2cccnc2)cc1,-0.5%,-1%,-25%,3%,-3%,-2%,u,31%,-1%
COc1ccc(NC(=O)CN(c2ccccc2)S(=O)(=O)N(C)C)cc1Cl,5.6%,0%,9%,5%,-13%,-4%,i,-8%,-19%
COc1ccccc1OCCOc1ccc(C(=O)c2ccccc2)cc1,1.9%,u,-2%,0%,-1%,-7%,u,-18%,u
O=C(NCc1ccc2c(c1)CCN2C(=O)c1ccccc1)c1ccccc1,3.5%,-9%,2%,29%,x,x,x,x,x
CC(OC(=O)CCN=C1NS(=O)(=O)c2ccccc21)C(=O)Nc1ccc(F)cc1Cl (configuration not stated),-0.7%,-2%,-3%,5%,10%,8%,i,6%,-11%
CCOc1ccc(CCNC(=O)Cn2ccc3cc(S(=O)(=O)N4CCCC4)ccc32)cc1,0.9%,-5%,-18%,-20%,2%,27%,i,-22%,8%

# Remaining list, next part
canonical_smiles,Nrf2 ARE act,A549 viability,HepG2 tox,TGFb SMAD3 inh,EPAC2 antagonist,Nrf2 inh,S2 tox,ATXN2 expr inh,MCF10A rerep
O=C(Nc1sc2c(c1C(=O)O)CCC2)c1cccs1,9.5%,-28%,-6%,-1%,3%,u,i,20%,1%
CS(=O)(=O)Nc1cccc(C2=NN(S(C)(=O)=O)C(c3ccccc3)C2)c1 (configuration not stated),3.0%,-1%,-21%,-1%,3%,-5%,i,32%,-9%
Cc1nc(-c2cccc(F)c2)sc1CCNC(=O)C(=O)Nc1ccc2c(c1)OCCO2,3.6%,4%,3%,-16%,x,x,i,10%,x
COC(=O)[C@]1(Cc2ccccc2)N[C@H](CN(C)C(=O)Nc2ccc(F)cc2)[C@@H]2C(=O)N(Cc3ccccc3)C(=O)[C@@H]21,6.7%,-20%,-5%,u,-14%,-7%,u,2%,-3%
CC(C)C1Nc2ccc(C(=O)O)cc2C2C=CCC21 (configuration not stated),-0.2%,-12%,-8%,24%,2%,-11%,i,-20%,0%
CCc1cc2c(=O)n(CC(=O)NC3CCCCC3)cnc2s1,0.3%,0%,6%,3%,-4%,-3%,i,15%,19%
CCOCCCNC(=O)C1CCN(S(=O)(=O)c2ccc3nc4c(c(C(=O)O)c3c2)CCCCC4)CC1,-0.6%,1%,0%,9%,13%,10%,i,7%,-1%
Cc1cc(C)n2c(Nc3ccc(C(C)C)cc3)c(-c3ccsc3)nc2n1,0.0%,u,-21%,3.5µM*,x,-80%,x,x,x
CC1=C(C(=O)Nc2cccc(C)c2C)C2(CCCCC2)OC1=O,-0.1%,-8%,5%,x,x,7%,x,x,x
COCCNC(=O)/C(C#N)=C/c1ccc(-c2ccc(OC)cc2[N+](=O)[O-])o1,8.2%,1%,13%,-4%,5%[57.1 µM],1%,i,-2%,u
Cc1ccccc1-n1c(C)cc(/C=C2/C(=N)N3C(c4ccccc4)=CSC3=NC2=O)c1C,0.1%,-22%,-15%,-11%,-1%,-11%,u,5%,u
Oc1c(C(c2ccccc2)N2CCCCC2)sc2ncnn12 (configuration not stated),0.2%,-10%,-14%,-15%,6%,-4%,i,-2%,4%
CC(=O)Nc1nc2ccc(NC(=O)c3ccco3)cc2s1,-0.2%,-14%,-6%,-5%,-1%,8%,i,62%[activator],24%
COc1cc2c(cc1OC)C(COc1ccc(F)cc1)N(C(=O)Cc1ccccc1)CC2 (configuration not stated),6.6%,-13%,-32%,-14%,x,x,i,-18%,x
Cc1ccc(CNC(=O)C2CCN(S(=O)(=O)c3ccc4c(c3)oc(=O)n4C)CC2)cc1,-0.8%,9%,-1%,-3%,x,-4%,i,13%,x
COc1cc2c(cc1NC(=O)COC(=O)[C@@H](NS(=O)(=O)c1cccc(Cl)c1)C(C)C)oc1ccccc12,5.3%,-1%,-36%,u,6%,-14%,i,10%,7%
O=C(NCCCn1ccnc1)C(=O)NCC(c1ccco1)N1CCN(c2ccc(F)cc2)CC1 (configuration not stated),0.1%,2%,-37%,-6%,-1%,-14%,i,-14%,u
CCOc1ccc(S(=O)(=O)N2CCC(C(=O)N3CCc4ccccc4C3)CC2)cc1,-0.8%,u,13%,-12%,5%,u,i,6%,3%
CC(C)Cc1nc(SCC(=O)N2CC(C)OC(C)C2)c2c(=O)n(C)c(=O)n(C)c2n1 (configuration not stated),-0.6%,6%,-2%,-4%,-1%,-13%,i,0%,-17%
O=C(COC(=O)/C=C/c1ccccc1)NCC1CCCO1 (configuration not stated),u,7%,-17%,9%,-1%,1%,i,-15%,1%
Fc1ccccc1COc1ccccc1CNCc1ccncc1,3.2%,u,-30%,-19%,8%,u,i,-31%,3.3µM*
COc1ccc(OCCSc2ncn[nH]2)cc1,-0.5%,3%,2%,19%,10%,-5%,i,14%,24%
O=C(Nc1ccccc1N1CCOCC1)c1ccc(Cl)nc1,5.4%,0%,-14%,1%,3%,-13%,i,-5%,6%
c1ccc2sc(N3CN(CCN4CCOCC4)CN(c4nc5ccccc5s4)C3)nc2c1,0.5%,9%,-19%,0%,-4%,0%,i,5%,u
CC(C)N(CCNC(=O)C1CCN(S(=O)(=O)N2CCOCC2)CC1)Cc1ccccc1,-0.1%,0%,4%,3%,9%,9%,i,2%,-5%

# Structures from the list above that have bromine, in the order listed:
canonical_smiles,Nrf2 ARE act,A549 viability,HepG2 tox,TGFb SMAD3 inh,EPAC2 antagonist,Nrf2 inh,S2 tox,ATXN2 expr inh,MCF10A rerep
O=C(C1CC(c2cccc(Br)c2)=NO1)N1CCc2ccccc2C1 (configuration not stated),-0.1%,-1%,-20%,4%,-7%,u,i,-4%,16%
O=C(CN1C(=O)/C(=C2\SC(=S)N(CCS(=O)(=O)O)C2=O)c2ccccc21)Nc1cccc(Br)c1,0.1%,-12%,28%,-21%,u,-3%,i,6%,17%
